S100A4 inh HTS – inhibitors of S100A4-myosin IIA peptide binding, primary screen, biochemical, fluorescence polarization, TAMRA-MyoIIA peptide | Protein S100-A4 (Homo sapiens), P26447 | inhibition, % at 10.7 µM | actives 0.14% (n = 360,000);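 active = mean inhibition of at least 70% across replicates, with every replicate also reaching that level; inconclusive = mean inhibition reaches 70% but some replicates fall short; inactive = mean inhibition below 70%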
Target sequence (P26447 whole entry, looked up): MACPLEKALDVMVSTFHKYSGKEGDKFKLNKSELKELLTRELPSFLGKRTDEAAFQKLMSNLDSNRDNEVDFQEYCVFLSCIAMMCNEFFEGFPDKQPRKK
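Assay system: human S100A4 monomer with TAMRA-labelled myosin IIA peptide / Buffer or medium: Calcium-containing HEPES buffer, pH 7.2 / Reagent: TAMRA-labelled myosin IIA heavy-chain peptide probe, 5 nM / Compound: one dose per compound / Timing: polarization read 5 min after assay mix addition, stable 5–60 min / Benchmarks: neutral control DMSO, positive control TFP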
XiGFP reactiv – activators of inactive X chromosome reactivation, primary screen, imaging, XiGFP fibroblasts, GFP high-content imaging, set 2; XiGFP mouse fibroblasts, % GFP-positive cells imaging, 3 d; cells co-treated with 5-aza-dC sensitizer; scaled so ellipticine positive control = 100%; activation, % at 7.58 µM; actives 0.055% (n = 360,000);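 active = mean normalized replicate activation at least 10% and every replicate at or above 10%; inconclusive = only one of the two criteria met; inactive = mean below 10% and not all replicates reach 10%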;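 also: 0% = median of on-plate neutral control wells and 100% = ellipticine 6 µM median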
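System: 68-5-11 XiGFP fibroblast line; Timing: 3 days compound exposure; Compound dosing: one concentration, pinned; Benchmarks: positive control ellipticine, 6 µM final; Buffer or medium: DMEM containing 5-aza-dC.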
RAD54 inh – inhibitors of human RAD54 branch migration, primary screen, biochemical, fluorescence, single point; DNA repair and recombination protein RAD54-like (Homo sapiens), Q92698; RAD54 Holliday junction branch migration, FAM/BHQ fluorescence; inhibition, % at 10.4 µM; actives 0.14% (n = 360,000); AID 602329, 2012;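 active = mean normalized replicate activity at least 40 and at least half of replicates scoring 40 or more; inconclusive = only one of the two criteria met; inactive = mean below 40 and under half of replicates reaching 40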;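 also: 0% = median of neutral control wells and 100% = median of positive control wells; inhibitors cause a drop in the FAM fluorescence signal; in these data hits start at about 50%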
E-sel inducer – E-selectin induction in HUVECs, primary screen, imaging, HUVEC, immunofluorescence imaging, single point. AID 686992, 2013. activation, % at 7.58 µM. P16581. normalized: neutral wells 0, TNF-alpha wells 100. actives 0.37% (n = 260,000);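 active = mean E-selectin-positive cell signal at least 10% of the positive control, reached in at least 60% of replicates, without over 20% cell loss; inconclusive = no rule given, readout overlaps actives, possibly toxicity-flagged; inactive = the rest, including those meeting only one limit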;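 also: in these data hits start at about 27%; measured in HUVEC primary endothelial cells; signal is the percent of cells scored E-selectin positive by PE staining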
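Test system – human umbilical vein endothelial cells (HUVEC), E-selectin induction · Input – 3,000 HUVEC seeded per well · Buffer or medium – EGM-2, gelatin · Compound dosing – single-point compound dose · Detection – immunofluorescence imaging · Measure – percent E-selectin-positive cells · Controls – TNF-alpha high, DMSO low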
EWS-Fli inh – EWS/Fli-driven NR0B1 reporter inhibitors, primary screen, A673 cells, NR0B1 luciferase, luminescence, MLPCN library. viability-normalised. inhibition, % at 12.6 µM. actives 0.67% (n = 350,000);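 active = mean inhibition of at least 50% after viability correction, with every replicate also passing that limit; inconclusive = mean reaches 50% but only one of two replicates passes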;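 also: firefly luciferase signal divided by Alamar Blue viability fluorescence both relative to DMSO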
esBAF inh – Bmi1 luciferase reporter increase in mESCs, primary screen, esBAF inhibitor project, mouse ES cells, Bmi1 luciferase knock-in, single point; AID 602393, 2012; actives 2% (n = 350,000); reporter increase, % at 12.5 µM; 24 h; 100% = twice the neutral-well signal; in the data active = activation above about 40%; inconclusive = no clear call, values can overlap the other calls;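 also: 0% = median of the plate's neutral control wells and 100% = double that signal; a rise in the Bmi1 reporter signal indicates esBAF inhibition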
FN deposit inh – inhibitors of fibronectin matrix deposition, primary screen, AH1F cells, Alexa488-fibronectin fluorescence, plate reader; AH1F fibroblasts, overnight; inhibition, % at 12.6 µM; AID 743247, 2014; actives 0.086% (n = 350,000);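 active = mean inhibition across replicates of 30% or more, regardless of how many single replicates reach that level; inconclusive = mean under 30% yet at least half of replicates reach 30%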;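 also: positive control wells lacked labelled fibronectin entirely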
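Schedule: 1 h cell adhesion before compound, then overnight fibronectin incubation; test system: AH1F fibroblast monolayer depositing Alexa488-labelled fibronectin into matrix; quantity: 10000 AH1F cells per well; probe or stimulus: fluorescent fibronectin at 24 nM final; signal: fluorescence, ex 485 nm, em 525 nm; evaluation: percent inhibition as loss of matrix-bound fibronectin fluorescence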
RAD52 anneal inh – RAD52 DNA annealing inhibitors, primary screen, biochemical, FRET, single point, set 2. DNA repair protein RAD52 homolog (Homo sapiens), P43351. recombinant RAD52 DNA annealing, FRET fluorescence. inhibition, % at 18.7 µM. actives 0.46% (n = 360,000);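 active = every replicate showing at least 50% inhibition; inconclusive = mean inhibition at least 50% but not in every replicate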
Target sequence (P43351 whole entry, looked up): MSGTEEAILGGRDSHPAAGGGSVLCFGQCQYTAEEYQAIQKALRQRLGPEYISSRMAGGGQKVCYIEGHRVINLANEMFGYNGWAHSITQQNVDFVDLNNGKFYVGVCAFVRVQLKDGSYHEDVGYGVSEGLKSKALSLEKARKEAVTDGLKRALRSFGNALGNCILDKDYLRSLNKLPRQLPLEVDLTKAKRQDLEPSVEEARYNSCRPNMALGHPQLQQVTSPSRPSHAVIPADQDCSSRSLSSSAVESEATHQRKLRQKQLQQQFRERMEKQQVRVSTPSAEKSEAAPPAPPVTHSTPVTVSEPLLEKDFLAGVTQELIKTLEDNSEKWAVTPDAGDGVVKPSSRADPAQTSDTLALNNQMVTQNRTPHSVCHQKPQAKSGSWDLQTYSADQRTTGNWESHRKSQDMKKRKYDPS
Active calls of the source: *; ? = inconclusive; nt = not tested or not shown.

SMILES	S100A4 inh HTS	XiGFP reactiv	RAD54 inh	E-sel inducer	EWS-Fli inh	esBAF inh	FN deposit inh	RAD52 anneal inh
Cc1noc(C)c1NC(=O)Nc1ccc2c(c1)CC(=O)N([C@H](C)CO)C[C@H](C)[C@H](CN(C)Cc1ccc(C(F)(F)F)cc1)O2	18	0.3	-3	0.0	7	2	2	11
COc1cc(CCC(=O)NCc2ccc3c(c2)OCO3)cc(OC)c1OC	3	0.1	4	nt	0	-8	3	-8
Cc1ccc(S(=O)(=O)NC(CCC(N)=O)C(=O)NCc2ccc3c(c2)OCO3)c(C)c1 (configuration not stated)	0	0.3	1	nt	-2	-3	-2	2
O=C(Nc1cc(F)ccc1F)N1C[C@@H]2[C@H](c3ccccc31)[C@@H](CO)N2Cc1ccncc1	7	-0.1	-3	-0.6	-1	1	nt	-27
O=C(C[C@@H]1CC[C@H](NC(=O)Nc2cc(F)ccc2F)[C@@H](CO)O1)Nc1ccccc1	-1	-0.1	-8	0.2	1	0	nt	-3
CCC1CCCCN1C(=S)NC1CCCCC1 (configuration not stated)	22	-0.1	nt	-2.5	-4	nt	-4	-1
Cc1noc(C)c1-c1ccc(C(=O)NCC2CC2)c2occc12	-8	0.3	-5	-0.3	16	-2	7	-6
CO[C@@H]1CN(C)C(=O)c2cc(NC(=O)C3CC3)ccc2OC[C@@H](C)N(C(=O)CN2CCOCC2)C[C@H]1C	13	-0.2	2	0.0	-1	-6	-12	0
Cc1ccccc1-c1ccc([C@@H]2[C@H](CO)N3CCCCN(C(=O)NC4CCCC4)C[C@@H]23)cc1	2	0.5	18	0.0	12	-5	nt	15
CCOc1ccccc1NC(=O)c1ccccc1-c1ccccc1	-7	0.2	-13	nt	8	3	2	-19
COc1cccc(CNC(=O)[C@@H]2[C@@H](CO)[C@@H]3Cn4c(ccc(-c5ccncc5)c4=O)[C@H]2N3C(C)=O)c1	9	0.0	-4	0.1	-2	5	nt	-3
Cn1nnnc1SCCNCc1ccccc1OCc1ccc(F)cc1	-2	-0.2	8	-0.3	-7	nt	-6	-1

5 entries out of the list, ordered by SMILES length, low to high.
SMILES	S100A4 inh HTS	XiGFP reactiv	RAD54 inh	E-sel inducer	EWS-Fli inh	esBAF inh	FN deposit inh	RAD52 anneal inh
CCC1CCCCN1C(=S)NC1CCCCC1 (configuration not stated)	22	-0.1	nt	-2.5	-4	nt	-4	-1
Cc1ccc(S(=O)(=O)NC(CCC(N)=O)C(=O)NCc2ccc3c(c2)OCO3)c(C)c1 (configuration not stated)	0	0.3	1	nt	-2	-3	-2	2
O=C(Nc1cc(F)ccc1F)N1C[C@@H]2[C@H](c3ccccc31)[C@@H](CO)N2Cc1ccncc1	7	-0.1	-3	-0.6	-1	1	nt	-27
Cc1ccccc1-c1ccc([C@@H]2[C@H](CO)N3CCCCN(C(=O)NC4CCCC4)C[C@@H]23)cc1	2	0.5	18	0.0	12	-5	nt	15
COc1cccc(CNC(=O)[C@@H]2[C@@H](CO)[C@@H]3Cn4c(ccc(-c5ccncc5)c4=O)[C@H]2N3C(C)=O)c1	9	0.0	-4	0.1	-2	5	nt	-3

The listing continues:
SMILES	S100A4 inh HTS	XiGFP reactiv	RAD54 inh	E-sel inducer	EWS-Fli inh	esBAF inh	FN deposit inh	RAD52 anneal inh
Cc1nn(CC(=O)Nc2cc(S(=O)(=O)N3CCOCC3)ccc2Cl)c(C)c1[N+](=O)[O-]	-10	-0.1	2	-0.7	0	-4	-3	-6
CC(C)CC#Cc1cnc2c(c1)C(=O)N([C@@H](C)CO)C[C@@H](C)[C@@H](CN(C)C(=O)Nc1ccccc1F)O2	2	-0.2	-6	0.6	3	4	-4	6
O=C(/C=C/c1cccs1)Nc1scc(-c2ccccc2)c1C(=O)O	-16	0.1	nt	0.2	-68	nt	1	-22
CCCCOc1ccc(C(=O)NNC(=O)C2C3CCC(C3)C2C(=O)O)cc1 (configuration not stated)	-40	0.1	-4	nt	-60	?	4	-10
O=C(NCCc1csc(-c2cccnc2)n1)c1ccc(Br)o1	2	0.1	-2	0.4	-13	-9	3	-12
Cc1cccc(SC2CCN(Cc3nc(CC4CC4)no3)CC2)c1	-5	0.0	nt	1.2	-7	nt	2	-60
CC(=O)Nc1c2c(nn1-c1ccc(C)cc1C)CS(=O)C2 (configuration not stated)	-3	0.0	1	nt	nt	-8	5	-3
O=C(OCC(=O)N1CCCC1)c1c[nH]c2ccccc12	0	0.3	1	nt	-29	26	-29	-3
COc1cc(/C=C/C(=O)OCC(=O)NCCN2C(=O)CSC2=O)ccc1OC(F)F	-8	0.0	nt	nt	-2	nt	4	-17
Cc1noc(C)c1NC(=O)N(C)C[C@H]1OCCCC[C@H](C)Oc2ccc(NC(=O)NC(C)C)cc2C(=O)N([C@H](C)CO)C[C@@H]1C	29	0.0	4	-0.1	-15	-10	nt	7
CCOC(=O)Cc1nnc(NC(=O)C(CC)Sc2nc(C)cc(C)n2)s1 (configuration not stated)	-12	-0.1	-2	0.4	5	0	-3	-13
COC(=O)CCN(Cc1ccc(OC)cc1OC)S(=O)(=O)c1ccccc1Br	-11	0.1	nt	0.1	0	nt	4	-5
CC(C)N(CCCNC(=O)c1ccc(N2CCCC2=O)cc1)Cc1ccccc1	1	0.0	nt	nt	5	nt	-10	-14
C=CCN(CC=C)CCOc1cccc2ccccc12	-1	0.0	-1	nt	-1	-1	2	-7
O=C(NCCCN1CCOCC1)[C@@H]1[C@@H](CO)[C@@H]2Cn3c(cccc3=O)[C@H]1N2C(=O)C1CCCCC1	-5	0.0	nt	-0.1	11	nt	nt	11
CCC(=O)N(C)C[C@@H]1Oc2ncc(-c3ccc(F)cc3)cc2C(=O)N([C@H](C)CO)C[C@@H]1C	4	0.4	9	0.2	-6	1	-1	0
CC=Cc1ccc2n(c1=O)C[C@H]1[C@H](CO)[C@@H](C(=O)NCC(F)(F)F)[C@@H]2N1C(=O)C1CCCCC1 (mixture of isomers)	4	0.0	6	-0.1	-1	0	-1	19
O=C(c1ccco1)N1CCN(C2CC(=O)N(c3ccc(C(F)(F)F)cc3)C2=O)CC1 (configuration not stated)	2	0.0	4	-0.2	nt	-4	nt	-6
COc1ccc(CNc2ccncc2)c(OC)c1OC	-7	0.0	-2	nt	7	4	0	-6
Cc1ccc(C(=O)NCC(=O)OCC(=O)NCC(F)(F)F)cc1	3	0.0	nt	nt	-2	nt	-6	-10
C[C@H]1CCCCO[C@H](CN(C)Cc2ccccc2)[C@@H](C)CN([C@@H](C)CO)C(=O)c2cc(NS(=O)(=O)c3ccc(F)cc3)ccc2O1	-5	0.0	-2	nt	9	3	3	30
COc1ccc(S(=O)(=O)N(C)C[C@@H]2Oc3ccc(NS(=O)(=O)c4cccs4)cc3C(=O)N([C@@H](C)CO)C[C@H]2C)cc1	-7	0.3	-2	-0.4	-2	0	nt	-4
CC(=O)N1CCN(c2ccc(NC(=O)c3ccc(C)c([N+](=O)[O-])c3)cc2)CC1	-4	-0.1	0	0.1	-7	-5	-2	2
CC1(c2nnnn2-c2ccc3c(c2)OCCO3)CCC(=O)N1CCCn1ccnc1 (configuration not stated)	-2	0.0	nt	1.6	0	nt	nt	-14
COc1ccccc1NC(=O)N1CCCC(c2nc3c(nnn3Cc3ccc(C)cc3)c(=O)[nH]2)C1 (configuration not stated)	0	nt	8	nt	-2	7	nt	-12
CCCN(CCC)CC(=O)N1CC(=O)Nc2ccccc21	1	0.0	8	0.0	-9	-6	5	-1
CCOc1ccc(CC(=O)Nc2c(C(N)=O)oc3ccc(Br)cc23)cc1OCC	0	-0.1	3	nt	-3	7	1	-6
C/C=C/c1ccc2c(c1)O[C@H](CN(C)C(=O)c1ccccc1F)[C@@H](C)CN([C@H](C)CO)S2(=O)=O	-1	0.5	5	-0.5	4	-6	-5	28
O=C(Oc1ccc(Br)cc1)C1CC(=O)N(c2ccc(F)cc2)C1 (configuration not stated)	2	nt	6	nt	8	-1	nt	-9
CNC[C@@H]1Oc2ncc(-c3ccccc3F)cc2C(=O)N([C@@H](C)CO)C[C@@H]1C	-6	-0.1	5	0.4	-1	-1	2	-14
Cc1nn(Cc2ccc(C(=O)NN)o2)c(C)c1Cl	1	0.0	nt	-0.2	3	nt	4	-1
CCN1C(=O)/C(=C\c2ccc(-c3ccc([N+](=O)[O-])cc3OC)o2)SC1=Nc1cccc(C(=O)O)c1	2	0.0	nt	nt	16	nt	-1	-44
Cc1nn(C)c(Cl)c1CN1CCN(CC(C)C)C(CCO)C1 (configuration not stated)	4	0.0	0	nt	6	-7	-5	-14
O=C1c2ccccc2C(Nc2ccccc2)N1c1ccc(Cl)cn1 (configuration not stated)	29	0.0	0	-1.2	-15	22	0	1
Cc1c(C(=O)NCc2cccc(Cl)c2)sc(=O)n1Cc1cccc(F)c1	5	0.1	5	nt	-3	3	12	-19
COc1ccc(NC(=O)N(C)C[C@H]2Oc3ccc(NC(=O)C4CC4)cc3C(=O)N([C@@H](C)CO)C[C@@H]2C)cc1	-14	0.2	1	1.5	0	4	nt	5
Nc1nnc(Cc2ccc(F)cc2)s1	-6	0.3	nt	22	-2	nt	1	-7
CCOP(=O)(NC(c1ccccc1)c1nc2ccccc2[nH]c1=O)OCC (configuration not stated)	-5	0.0	-9	-1.3	2	4	-2	-11
CN(Cc1ccco1)C(=O)c1cccc(S(=O)(=O)N2CCN(Cc3ccccc3)CC2)c1	-5	0.0	2	-0.2	4	1	11	-8
Cc1ccc(NC(=O)C(OC(=O)c2ccccc2Cl)c2ccccc2)cc1Cl (configuration not stated)	nt	2.3	8	nt	nt	-1	1	nt
COC(=O)c1ccccc1NC(=S)N(Cc1ccc2c(c1)OCO2)Cc1cc2cc(OC)ccc2[nH]c1=O	nt	2.2	10	nt	nt	-9	14	nt
O=[N+]([O-])c1ccccc1/C=N/NC1=NS(=O)(=O)c2ccccc21	-30	0.1	nt	nt	6	nt	nt	-48
COCCN(C(=O)c1snc(C(N)=O)c1N)C(C(=O)NC1CCCCC1)c1ccc(N(C)C)cc1 (configuration not stated)	-1	-0.1	14	nt	6	4	-1	-10

Screening results deposited in PubChem by Broad Institute.
